GPR151 activ: activators of human GPR151; Q8TDV0; PathHunter beta-arrestin GPR151 cells, luminescence; activation, % at 11.2 µM; 650,000 compounds, 1% hits; in the data active means activation above about 4.9%;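 further: 0% = median of compound wells and 100% = cells with positive control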
Target sequence (Q8TDV0 whole entry, looked up): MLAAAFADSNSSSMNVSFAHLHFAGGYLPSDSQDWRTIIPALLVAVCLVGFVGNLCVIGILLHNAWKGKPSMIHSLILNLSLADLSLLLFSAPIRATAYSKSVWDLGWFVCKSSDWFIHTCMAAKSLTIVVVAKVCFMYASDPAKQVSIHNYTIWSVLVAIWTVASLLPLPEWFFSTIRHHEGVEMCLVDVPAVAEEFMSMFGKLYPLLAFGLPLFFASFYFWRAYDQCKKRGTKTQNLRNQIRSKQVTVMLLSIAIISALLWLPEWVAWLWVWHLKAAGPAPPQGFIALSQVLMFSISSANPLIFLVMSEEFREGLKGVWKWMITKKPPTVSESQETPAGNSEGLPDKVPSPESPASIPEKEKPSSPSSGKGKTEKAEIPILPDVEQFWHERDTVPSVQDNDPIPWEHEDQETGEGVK
MITF inh: inhibitors of human MITF | O75030 | AlphaScreen MITF homodimerization, bead proximity signal | inhibition, % at 2.6 µM | 650,000 compounds, 0.91% hits | AID 1259374; in the data active means inhibition above about 50%;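 further: 0% = vehicle wells with protein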
Target sequence (O75030 whole entry, looked up): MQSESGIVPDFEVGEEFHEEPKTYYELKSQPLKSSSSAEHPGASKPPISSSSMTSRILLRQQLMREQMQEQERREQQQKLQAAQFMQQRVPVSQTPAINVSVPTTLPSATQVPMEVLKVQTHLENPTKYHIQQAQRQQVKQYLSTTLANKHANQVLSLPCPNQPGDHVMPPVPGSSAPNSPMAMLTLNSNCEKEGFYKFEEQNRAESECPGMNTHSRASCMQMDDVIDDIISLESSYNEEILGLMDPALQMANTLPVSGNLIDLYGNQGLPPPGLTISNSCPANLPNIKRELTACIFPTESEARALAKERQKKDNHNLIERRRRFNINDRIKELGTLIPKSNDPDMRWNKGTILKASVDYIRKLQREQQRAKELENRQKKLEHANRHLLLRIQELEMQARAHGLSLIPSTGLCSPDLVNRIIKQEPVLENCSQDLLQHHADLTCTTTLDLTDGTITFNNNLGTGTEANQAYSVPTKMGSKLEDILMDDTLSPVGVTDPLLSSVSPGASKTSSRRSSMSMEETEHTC
FBW7 act: human FBW7 E3 ligase activation, primary screen | Q969H0 | AlphaScreen FBW7–phospho-cyclin E peptide binding, activator screen | normalized activity (activation), % at 26.1 µM | 650,000 compounds, 0.13% hits | AID 1259310; in the data active means normalized activity above about 1.9%;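 further: purified mutant Fbw7 with reduced substrate affinity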
TEAD-YAP block: TEAD-YAP interaction inhibition. 640,000 compounds, 1.4% hits. HEK-TIYL cells, TEAD-Gal4/YAP UAS-luciferase luminescence. AID 1259422. inhibition, % at 9.12 µM; in the data active means inhibition above about 32%;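 further: 0% = median of test compound wells and 100% = reference inhibitor wells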
* hit, by the source's call; . = not tested or not shown.

structure	GPR151 activ	MITF inh	FBW7 act	TEAD-YAP block
CC(C)NC(=O)Cn1c2ccccc2n2c(SCC(=O)N3CCOCC3)nnc12	1.7	3	-0.1	0
CC(=O)c1cccc(NC(=O)Cn2nnc(-c3ccccc3C)n2)c1	-0.1	-5	0.0	-4
Cc1cc([N+](=O)[O-])ccc1NC=C1C(=O)OC(C)(C)OC1=O	-0.8	12	-0.1	-11
Cc1ccc(S(=O)(=O)Nc2ccc(Cl)cc2)cc1C(=O)O	0.2	1	0.0	8
COCCNC(=O)C1CCN(Cc2ccccc2O)CC1	-0.4	5	-0.2	-8
Cc1ncc(CO)c(CNc2cccc(Cl)c2)c1O	3.1	11	0.0	-4
O=S(=O)(NCC1(c2ccccc2)CCCC1)c1ccccc1	-1.4	14	0.9	-9
COc1cccc(OC)c1C(=O)N1CCN(c2cccc(C)c2C)CC1	-0.8	7	-0.2	4
COc1cccc(CSCC(=O)NC2CCCCC2C)c1OC (centres undefined)	0.6	2	-0.1	-3
COc1ccc(-n2ncc3c(N4CCOCC4)ncnc32)cc1	-4.9	1	-0.1	91*
COc1cc(CNc2ccc3ncc(-c4cccc(C(C)=O)c4)n3n2)cc(OC)c1OC	0.3	9	0.8	-7
O=C(NCCCc1ccccc1)c1cc2ccccn2n1	-0.1	9	0.4	-25
COC(=O)c1c(-c2ccco2)csc1NC(=O)Cc1ccc(Br)cc1	1.4	1	0.0	-14
COc1ccc(OCC(=O)Nc2ncc(Cc3ccc(Br)cc3)s2)cc1	-0.8	-159	0.8	1
CCSc1nnc2c(n1)OC(c1ccc(Br)cc1)Nc1ccccc1-2 (centres undefined)	-0.8	7	0.1	-7
CCCSc1ncc(Cl)c(C(=O)Nc2ccccc2OC)n1	0.0	1	-0.1	-9
CCc1nn2c(=O)c(S(=O)(=O)Nc3ccccc3)c(C)nc2s1	0.1	1	0.0	2
C/C(Cc1ccc2c(c1)OCO2)=N/N=c1/sc2ccccc2n1C	0.1	8	-0.1	13
COc1ccccc1NC(=O)C1=C(C)NC(SCC(=O)c2ccc(Cl)cc2)=C(C#N)C1c1ccccc1Cl (centres undefined)	0.2	-3	0.0	0
CCCNc1nc(Nc2nccc3ccccc23)nc2c1ncn2-c1ccsc1	0.2	9	-0.2	65*
O=[N+]([O-])c1cccc(C=Nc2ccc(Cl)c3cccnc23)c1O	-0.4	14	-0.5	-13
Oc1ccccc1O	0.9	42	0.0	-4
Cn1ccc(C(=O)N=Nc2c(O)[nH]c3ccccc23)n1	-0.9	-1	0.1	-23
CC1CCCN(C(=O)Cn2ncc3c(=O)oc4ccccc4c32)C1 (centres undefined)	1.7	4	0.1	3
CCCCNS(=O)(=O)c1ccc(C(C)(C)C)cc1	2.0	-4	0.2	3
CCc1nc(SCC(=O)N2CCOCC2)c2ccccc2n1	0.1	12	0.1	4
CCOC(=O)c1cccc(NC(=O)Nc2ccc(F)c(Cl)c2)c1	0.9	-7	0.0	-22
COCCO[C@H]1[C@H](NC(=O)C(C)C)c2ccccc2C12CCN(C(=O)CCC(C)C)CC2	5.2*	21	0.3	4
O=C1CN(C(=O)c2ccc(OCc3ccccc3)cc2)CCN1	-0.6	-5	0.1	-6
CN1CCN(CC(=O)Nc2cccc(Cl)c2Cl)CC1	-0.5	15	0.2	-1

Part of the list above in order of molecular weight, lowest first:
structure	GPR151 activ	MITF inh	FBW7 act	TEAD-YAP block
Oc1ccccc1O	0.9	42	0.0	-4
O=S(=O)(NCC1(c2ccccc2)CCCC1)c1ccccc1	-1.4	14	0.9	-9
COc1ccc(OCC(=O)Nc2ncc(Cc3ccc(Br)cc3)s2)cc1	-0.8	-159	0.8	1

(continued)
structure	GPR151 activ	MITF inh	FBW7 act	TEAD-YAP block
Cc1onc(-c2ccccc2Cl)c1C(=O)Nc1c2c(nn1-c1ccc(F)cc1)CSC2	2.4	-3	0.1	19
CC(C)=CCN1CCN(Cc2cc(F)cc(F)c2)CC1CCO (centres undefined)	-1.6	9	0.1	0
COc1ccc(OC)c(C2/C(=C(\O)c3ccc(C)cc3)C(=O)C(=O)N2CCCC(=O)O)c1 (centres undefined)	4.0	-4	-0.2	8
O=C1NC(=O)C(CCc2ccccc2)(C2CCN(C(=O)C3Cc4ccccc4O3)CC2)N1 (centres undefined)	-0.2	10	0.0	1
COCC(=O)Nc1nnc(C(F)(F)F)s1	1.0	4	0.1	-1
Cc1ccc(NC(=S)NCCc2c[nH]c3ccccc23)cc1	0.4	18	-0.1	-20
N#CC1=C(N)N(c2cccc([N+](=O)[O-])c2)C2=C(C(=O)CCC2)C1c1ccsc1 (centres undefined)	0.8	-5	-0.1	-5
COC(=O)c1c(NC(=O)COc2ccccc2Br)sc2c1CCC(C)C2 (centres undefined)	0.0	4	0.1	2
O=C(Nc1ccc(F)c([N+](=O)[O-])c1)c1cnccn1	-1.0	2	0.0	4
CC(CCc1ccccc1)NC(=O)CCn1c(=O)oc2ccccc21 (centres undefined)	1.2	11	0.2	5
CC(O)CCC(=O)N/N=C/c1cc([N+](=O)[O-])ccc1O (centres undefined)	10*	7	-1.5	3
COC(=O)C1=CN(C)C=C(C(=O)OC)C1c1cc(OC)c(O)c([N+](=O)[O-])c1	-0.5	-2	0.0	-7
CN(c1ccc(O)cc1)S(=O)(=O)c1ccccc1F	-1.1	12	0.0	0
O=C1CC(c2cccs2)Sc2nc(-c3ccccc3)nn21 (centres undefined)	-0.9	-3	-0.1	1
Cc1ccc(-c2cnc3ccc(NCc4cccs4)nn23)cc1	0.9	17	0.1	8
Cc1ccc(CCNC(=O)c2nnn(-c3cccc(C)c3)c2N)cc1	0.9	-3	-0.1	-7
CCCC1CCC(c2ccc(OC(=O)c3cccs3)cc2)CC1 (centres undefined)	-1.0	20	0.0	6
c1ccc(-c2cc(-n3cnc4ccccc43)n[nH]2)cc1	2.0	-4	-0.2	-55
NS(=O)(=O)c1ccc(Nc2nc(-c3ccc(F)cc3F)cs2)cc1	0.1	-7	0.0	-7
Cc1ccc(S(=O)(=O)NCC2CCC(C(=O)N(C)CCC#N)CC2)cc1 (centres undefined)	-0.8	16	0.8	5
O=C(CCCn1c(=S)[nH]c2ccc(Br)cc2c1=O)NCCCN1CCN(c2ccccc2F)CC1	-0.9	-5	0.1	-5
CCSc1nnc(NC(=O)[C@@H](NC(=O)c2ccc(C)cc2)C(C)C)s1	-1.0	-1	0.0	-5
Cc1nc2c(c(N3CCCCCC3)n1)CN(S(=O)(=O)c1cccs1)CC2	-0.4	-7	-0.1	4
Cc1ccc(C2=NN(CC(=O)NCc3ccccc3)C(=O)CC2)cc1	-1.2	10	0.0	-5
CN(C)c1ccc(/C=C2N=C(/C=C/c3ccc(Cl)cc3)OC/2=O)cc1	1.0	17	0.1	-1
CC1(c2ccc(Cl)cc2)CC(C)(C)N(C(=O)COc2ccc3ccccc3c2)c2ccccc21 (centres undefined)	2.6	7	0.1	-5
N=C1S/C(=C\c2ccc(-c3ccc([N+](=O)[O-])cc3)o2)C(=O)N1c1nccs1	2.9	-15	0.0	-6
CC(C)CNc1nccn2c(-c3ccc4c(c3)OCO4)cnc12	2.5	-10	0.0	4
COc1ccccc1NC(=O)C1=C(C)NC2=C(C(=O)CCC2)C1c1ccc(Cl)cc1 (centres undefined)	0.3	5	0.3	1
Cc1ccc(-n2cc(-c3ccccc3)c3c(NCc4ccccc4Cl)ncnc32)cc1Cl	-2.3	0	0.0	5

Compound profiles, from the list above:
Entry for NS(=O)(=O)c1ccc(Nc2nc(-c3ccc(F)cc3F)cs2)cc1 → GPR151 activ = 0.1; MITF inh = -7; FBW7 act = 0.0; TEAD-YAP block = -7
Entry for CC(C)=CCN1CCN(Cc2cc(F)cc(F)c2)CC1CCO (centres undefined) → GPR151 activ = -1.6; MITF inh = 9; FBW7 act = 0.1; TEAD-YAP block = 0
Entry for COC(=O)C1=CN(C)C=C(C(=O)OC)C1c1cc(OC)c(O)c([N+](=O)[O-])c1 → GPR151 activ = -0.5; MITF inh = -2; FBW7 act = 0.0; TEAD-YAP block = -7

Other results
structure	GPR151 activ	MITF inh	FBW7 act	TEAD-YAP block
CC(=O)Nc1ccc(Nc2nc(Cl)nc3c2ncn3C(C)C)cc1	3.2	-6	0.7	-9
Cc1cccn2c(=O)c3cc(C(=O)Nc4ccc(Br)cc4F)sc3nc12	1.4	-18	0.2	-5
O=C(N/N=C1/CC2CCC1C2)c1ccc(Br)o1 (centres undefined)	-2.0	12	0.0	-60
CCc1n[nH]c(=S)n1/N=C(\C)c1ccc2c(c1)OCO2	-0.7	4	0.1	-3
O=C(COc1ccc(Br)cc1)OCc1ccc2c(c1)OCO2	2.0	-2	0.3	1
CC1CCC(C(C)C)C2=C1C(c1ccc([N+](=O)[O-])cc1)C(C(N)=O)C(=O)N2 (centres undefined)	1.0	7	0.5	2
Cc1cc(C(=O)Nc2cccc(-c3cn4c(n3)SCC4)c2)c(C)o1	3.0	19	-0.3	2
O=C(NCCCO)/C(=C\c1ccc2c(c1)OCO2)NC(=O)c1ccc(Br)cc1	-0.9	10	0.2	13
CC1CCCN(C(=O)COc2ccc(Br)cc2)C1 (centres undefined)	-0.3	4	0.1	-28
NC(=O)c1sc2nc3c(c(-c4ccccc4Cl)c2c1N)CCCCC3	1.0	8	0.4	11
O=C(O)CCC(=O)N1CCc2nc3ccncc3cc2C1	-1.4	11	0.1	7
COc1ccc(Cn2c(=S)[nH]c3ccsc3c2=O)cc1	-1.7	7	1.2	-7
O=c1nc(SCc2ccc(F)cc2)c2c(n1CC1CCCO1)CCC2 (centres undefined)	-1.6	-3	-0.2	2
O=C(Nc1ccc2[nH]ncc2c1)[C@@H]1C[C@H](O)CN1C(=O)Cc1ccc(Br)cc1	-2.8	22	0.1	-5
O=C1CC(c2ccco2)CC(O)=C1C=NCCN1CCNCC1 (centres undefined)	0.1	7	-0.1	9
C/C=C(\C)C(=O)N1CCCC(c2ccn[nH]2)C1 (centres undefined)	-0.6	-16	0.0	-18
CC(C)NC(=O)c1nn2c(c1Br)NC(c1cccs1)CC2C(F)(F)F (centres undefined)	-0.3	-2	0.1	0
CC(=O)CC(=O)Nc1c(Cl)cccc1Cl	1.4	3	-0.1	1
O=C(Nc1ccc(-c2ccn[nH]2)cc1)C1CCCN(Cc2cccc3c2OCO3)C1 (centres undefined)	0.1	3	0.1	10
Nc1cc(OC(=O)c2cccs2)nn1S(=O)(=O)c1ccc(F)cc1	0.3	15	0.0	0
COc1ccc(CCNc2cc(C)nc(Nc3ccccn3)n2)cc1	1.2	10	0.1	17
OC1CCCN(c2ncn(-c3ccc(Nc4nccc(-c5cc(F)cc(N6CCOCC6)c5)n4)cc3)n2)C1 (centres undefined)	-1.9	14	0.2	57*
NC(=O)c1ccc(-c2ccc(C(=O)NCCCN3CCCC3=O)s2)cc1	-0.2	-7	0.0	1
CCOc1ccccc1CN1CCN(Cc2ccc3c(c2)OCO3)CC1	0.8	52*	0.0	2
O=C(O)c1ccc(N2Cc3ccncc3C2=O)cc1	0.5	12	0.3	9
CC(Cc1nnc(SCC(=O)O)n1N)c1ccccc1 (centres undefined)	-0.4	-9	0.0	-1
CC(C)N1CCC(NC(=S)Nc2ccc(F)c(Cl)c2)CC1	-0.5	-15	-0.2	8
Cc1ccc(CSc2ccc(C(=O)N3CCCC3)cc2[N+](=O)[O-])cc1	0.8	-7	0.0	7
COc1ccccc1-c1nc2ccc(C)cn2c1NCC1CCCO1 (centres undefined)	-0.6	10	0.1	-16
O=C(NC(=S)Nc1ccc(F)cc1)c1cncc(Br)c1	-1.8	4	-0.1	-9
O=C(O)CCCCCCCCCCCNC(=O)NC1CCCCC1	0.1	-1	.	.
CCOC(=O)C1=C(C)N=c2s/c(=C/c3cc(Cl)ccc3O)c(=O)n2C1c1ccc(N(C)C)cc1 (centres undefined)	-1.4	8	0.1	1
Cc1cccc(-c2ccc(NC(=O)C3CCN(Cc4cnc(C)s4)CC3)cc2)c1	-1.4	1	0.0	5
O=C(CN1CCOCC1)Nc1cc(C(F)(F)F)ccc1Cl	1.5	3	0.1	-3
CCCCN(CC)C(=O)CNC(=O)c1nn(-c2ccc(OC)c(OC)c2)c(=O)c2ccccc12	0.3	7	0.0	14
Cc1cc([N+](=O)[O-])c(N2CCOCC2)cc1NC(=O)c1cc2ccccc2o1	1.0	-9	-0.5	11
Cc1ccc(O)c(NC(=O)c2nn3c(C(F)(F)F)cc(-c4cc(Br)cs4)nc3c2Br)c1	0.2	1	0.2	10
COC(=O)CNC(=O)COc1ccc2ccccc2c1	0.4	-6	0.0	-13
O=[N+]([O-])c1ccc(O)c(N=Cc2sc3ccccc3c2O)c1	1.3	0	-0.1	21
CCOC(=O)C1=C(C)NC2=C(C(=O)CC(c3ccc(OC)cc3)C2)C1c1ccc(OCc2ccccc2)c(OC)c1 (centres undefined)	1.2	-2	0.1	6

Source: PubChem BioAssay
